TCR act = activates T cell receptor signaling | primary human leukocytes, anti-CD3, IL-2 HTRF, 48 h | Potency, µM (doses to about 9.22 µM), inactives show at the highest dose activation of IL-2 secretion, usual class: activators | 330,000 tested, under 10 active | AID 504894; further: % of control where 0% means no effect
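IL-2 produced over 48 hr by a-CD3 bead-stimulated primary human leukocytes exposed to compounds was detected with a homogeneous time-resolved FRET immunoassay, 665nm acceptor signal after 320nm excitation.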
TSHR antag = human thyrotropin receptor antagonism; TSHR-expressing cells, TSH-stimulated cAMP HTRF, 2 h; active compounds read low; actives 0.2% (n = 330,000); P16473; AID 504810; activity change, negative = inhibition, % at 11.5 µM;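 active means activity change below a set negative limit, meaning inhibition stronger than a set level, cut at about -70% in these data; inconclusive means activity change between two set negative limits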; further: on the % scale 0 is the no-effect control and ±100 the full control effect
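TSHR-expressing cells were treated with compounds, then stimulated with TSH at EC80 (4nM final) for 2 hours at 37 deg C. Cellular cAMP was measured by HTRF competition between lysate cAMP and cAMP-d2 for a cryptate-labelled anti-cAMP antibody.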
PTAP TSG101 blk = blocks PTAP/TSG101 interaction to inhibit HIV-1 budding | Q99816 | Fluorescence polarization, FITC-PTAP peptide / Tsg101 binding | Potency, µM (series often up to 115 µM), inactives show at the highest dose activity change, negative = inhibition, actives largely listed as inhibitors | 340,000 tested, under 10 active | AID 493005; active means well fitted inhibition curve with a large enough effect in the main read-out, with a control signal flat, not every such curve was filed as active; inconclusive means small, poorly fitted or top-dose-only effect, or effect the other way, or a change in a side signal; inactive means no such curve, though single readings can be large or run the other way; further: potency means the concentration at half of the fitted maximal effect; % of control where 0% means no effect
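FP read-out: FITC-PTAP peptide, 50 nM final, binding Tsg101 binding domain, 10 uM final; 20 min, r.t.; 10 mM HEPES pH 7.5, 0.15 M NaCl, 0.01% Tween 20, 3 mM EDTA, 0.1 mM TCEP.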
CXXC DNA block = MLL CXXC-DNA interaction inhibition. Q03164. MLL-CXXC / FITC-HOXA9 DNA fluorescence polarization. Potency, µM (doses to about 115 µM), inactives show top-dose activity change, negative = inhibition, most hits filed as inhibitors. actives 0.037% (n = 290,000). AID 2662; active means well fitted inhibition curve with a large enough effect in the polarisation, with a control signal flat, not every such curve was filed as active; inconclusive means small, poorly fitted or top-dose-only effect, or effect the other way, or a change in a side signal; inactive means no such curve, though single readings can be large or run the other way; the % refers to the polarisation; further: potency means the concentration at half of the fitted maximal effect
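Purified MLL-CXXC (added from a 7 uM solution) was preincubated 5 min at ambient with pinned compounds in 50 mM Tris-HCl pH 7.5, 50 mM NaCl, 1 mM DTT, 0.05% BSA. Fluorescein-labeled HOX-A9 DNA (50 nM solution) followed, 30 min, then polarization read.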
a7 integrin act = activators of alpha7 integrin expression for muscular dystrophy | alpha7betagal myoblasts, beta-gal FDG fluorescence, 48 h | Potency, µM (highest dose often 38.3 µM), for the others: top-dose activation, hits mostly activators | actives 0.064% (n = 350,000);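 further: potency means the concentration at half of the fitted maximal effect; 100% = response of the positive control SU9516; nearly all actives have a fitted effect of over 60% in size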
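Alpha7betagal+/- myoblasts (passage 13) were plated 16-24 hr, then exposed to compounds (1:260 dilution of DMSO stock) for 48 hours at 37C. After MPER lysis, β-galactosidase reporter activity was read as FDG fluorescence (ex 480/em 540) after 30 minutes.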
ASM inhibitor = inhibitors of human secretory acid sphingomyelinase. actives 0.006% (n = 340,000). placental ASM, HMU-PC fluorogenic substrate, 60 min. Potency, µM (doses to about 57.5 µM), for the others: top-dose activity change, negative = inhibition, most hits filed as inhibitors; further: potency means the concentration at half of the fitted maximal effect
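Human placenta-derived ASM enzyme was preincubated with compound for 10 minutes at room temperature, then given fluorogenic substrate HMU-PC0 (9 uM final) for 60 minutes at 37 °C; a pH 10 stop preceded fluorescence reading at Ex 386/Em 447 nm.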
Mito fusion act = mitochondrial division inhibition or fusion activation | actives 0.23% (n = 320,000) | Potency, µM (titrated, usually from 46.1 µM), without a hit: top-dose growth rescue (activation), actives largely listed as activators | S. cerevisiae fusion-defective mutant growth rescue, CellTiterGlo 48 h;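 further: potency means the concentration at half of the fitted maximal effect; % of control where 0% means no effect; nearly all actives have a fitted effect of over 45% in size; temperature-sensitive fusion mutants such as fzo1-1 at 37 °C on non-fermentable ethanol glycerol medium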
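Luminescent cell viability in 1536-well qHTS format served as the measure of rescued growth in ts fusion-mutant S. cerevisiae cultured on non-fermentable YPEG for 48 hours at 37C.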
MBNL1-CUG inh = inhibitors of human MBNL1 binding to CUG repeat RNA | actives 0.036% (n = 280,000) | Q9NR56 | TR-FRET MBNL1-His/biotin-(CUG)12 binding, 665/545 ratio | Potency, µM (highest dose often 57.5 µM), without a hit: top-dose activity change, negative = inhibition, actives largely listed as inhibitors; active means well fitted inhibition curve with a large enough effect in the signal ratio, with a control signal flat, not every such curve was filed as active; inconclusive means small, poorly fitted or top-dose-only effect, or effect the other way, or a change in a side signal; inactive means no such curve, though single readings can be large or run the other way; the % refers to the signal ratio; further: potency means the concentration at half of the fitted maximal effect; on the % scale 0 is the no-effect control and ±100 the full control effect
Target sequence (Q9NR56 whole entry, looked up): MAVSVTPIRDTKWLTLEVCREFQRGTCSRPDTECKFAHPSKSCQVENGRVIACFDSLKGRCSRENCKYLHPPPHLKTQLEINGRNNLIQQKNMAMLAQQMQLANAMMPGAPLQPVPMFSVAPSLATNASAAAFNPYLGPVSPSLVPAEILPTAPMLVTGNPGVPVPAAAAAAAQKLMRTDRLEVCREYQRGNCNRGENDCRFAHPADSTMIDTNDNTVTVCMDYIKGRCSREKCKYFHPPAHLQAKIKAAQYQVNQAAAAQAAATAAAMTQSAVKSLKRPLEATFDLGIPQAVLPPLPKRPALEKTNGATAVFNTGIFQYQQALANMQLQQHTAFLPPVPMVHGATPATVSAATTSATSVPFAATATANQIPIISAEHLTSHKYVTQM
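Ratiometric TR-FRET (665 over 545 nm, excitation 340 nm) tracks disruption of MBNL1-His/biotin-(CUG)12 complex after 60 min at room temperature, with compounds at 92 nM to 58 uM final.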
A-T KAP1 phos = potential ataxia-telangiectasia treatment; […] A-T fibroblasts, KAP-1 phosphorylation AlphaLISA; neocarzinostatin DNA damage 30 min before lysis; actives 0.19% (n = 320,000); AID 485349; Potency, µM (doses to about 57.5 µM), for inactives: at the highest dose activation, hits mostly activators; further: potency means the concentration at half of the fitted maximal effect; % of control where 0% means no effect; nearly all actives have a fitted effect of over 45% in size
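hTERT-immortalized A-T patient fibroblasts ([…]), 500 cells/well in OPTI-MEM, 1% FBS, got compounds for 60 min, then NCS for 30 min at 37C. Lysates were then assayed for phospho-KAP-1 by AlphaLISA (anti-pKAP1 donor, anti-KAP1 acceptor beads), 6 hr at 25C.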
Menin MLL FP TR = menin-MLL binding inhibition, Texas Red mutant peptide; O00255; Menin + Texas Red MLL mutant peptide, fluorescence polarization; Potency, µM (titrated, usually from 61.6 µM), for the others: top-dose FP activity change, negative = inhibition, usual class: inhibitors; actives 0.23% (n = 270,000); AID 1768; active means well fitted inhibition curve with a large enough effect in the polarisation, with a control signal flat, not every such curve was filed as active; inconclusive means small, poorly fitted or top-dose-only effect, or effect the other way, or a change in a side signal; inactive means no such curve, though single readings can be large or run the other way; the % refers to the polarisation; further: potency means the concentration at half of the fitted maximal effect; % of control where 0% means no effect; many of its hits are not listed in these tables
Target sequence (O00255 whole entry, looked up): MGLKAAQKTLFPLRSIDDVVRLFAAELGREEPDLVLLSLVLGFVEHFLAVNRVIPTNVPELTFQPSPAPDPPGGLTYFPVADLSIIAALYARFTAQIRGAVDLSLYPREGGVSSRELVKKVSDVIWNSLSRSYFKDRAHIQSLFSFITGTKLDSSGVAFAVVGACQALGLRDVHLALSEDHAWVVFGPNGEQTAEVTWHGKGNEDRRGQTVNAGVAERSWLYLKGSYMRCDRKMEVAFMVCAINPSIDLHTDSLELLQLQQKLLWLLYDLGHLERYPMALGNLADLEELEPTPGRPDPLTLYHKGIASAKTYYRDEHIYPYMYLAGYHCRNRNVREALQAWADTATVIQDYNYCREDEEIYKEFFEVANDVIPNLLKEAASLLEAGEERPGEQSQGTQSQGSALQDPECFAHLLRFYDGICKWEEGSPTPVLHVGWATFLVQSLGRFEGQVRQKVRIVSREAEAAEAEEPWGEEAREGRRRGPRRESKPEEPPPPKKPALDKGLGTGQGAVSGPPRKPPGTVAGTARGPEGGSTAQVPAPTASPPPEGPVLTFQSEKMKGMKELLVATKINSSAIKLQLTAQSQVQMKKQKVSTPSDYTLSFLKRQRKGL
* marks the source's active call; other numbers are inactive results; ? = inconclusive; . = not tested or not shown; [ ] = another dose, or the depositor's remark. Unless noted, the call rests on the fitted dose curve; in most records, active means well fitted curve in the direction sought with a large enough effect; inconclusive means small, poorly fitted or top-dose-only effect, or another doubt; inactive means no such curve, though single readings can be large; an effect the other way counts as inactive or inconclusive. These rows are one share of the data (hit frequency here may not be typical).

The line under a structure holds: TCR act	TSHR antag	PTAP TSG101 blk	CXXC DNA block	a7 integrin act	ASM inhibitor	Mito fusion act	MBNL1-CUG inh	A-T KAP1 phos	Menin MLL FP TR
Cc1ccccc1C(=O)N[C@H](C(=O)Nc1ccc(Cl)c(Cl)c1)C(C)C
 : 0%[46.1 µM]	-16	0%	-3%	-26%	-2%	7%	-19%	4%	-6%
COc1ccccc1CNCc1ccc(C)cc1
 : 9%	53	-5%	1%	29%	3%	-3%	-23%	5%	-19%
Cc1cccc(OCC(=O)N(Cc2ccccc2)c2c(N)n(Cc3ccccc3)c(=O)[nH]c2=O)c1
 : 3%	-3	0%	.	35%	-2%	0%	.	-8%	.
CC(=O)N1CCN(S(=O)(=O)c2ccc(C)cc2)C1C(C)C (configuration not stated)
 : -12%	10	-6%	-5%	11%	1%	1%	-4%	2%	0%
O=C(Cn1c(=O)oc2ccccc21)N1CCCCC1
 : -3%	38	1%	2%	-1%	5%	2%	-8%	2%	-13%
CCC1(c2ccccc2)NC(=O)N(CC(=O)N(C)CC(=O)Nc2ccc(F)c(F)c2F)C1=O (configuration not stated)
 : -2%	6	-7%	.	-1%	3%	-6%	.	14%	.
CC1CCN(c2nc3ccccc3nc2N2CCC(C)CC2)CC1
 : .	.	.	0%	.	.	3%	-12%	.	-9%
O=C(NCc1ccco1)c1nn2cccnc2c1Cl
 : -6%	6	-1%	?	17%	1%	-10%	13%	-10%	?
O=C(Nc1cccc(C(=O)N2CCCc3ccccc32)c1)c1ccccc1
 : .	-15	1%	-8%	-12%	-3%	9%	0%	-17%	1%
CN(C)/C=C(\C#N)C(=O)N/N=C(\CC(=O)C(F)(F)F)c1ccco1
 : 3%	6	0%	-2%	-18%	-2%	1%	5%	6%	-10%
COc1cccc(NC(=O)CN2C(=O)NC(C)(c3ccc(C)cc3)C2=O)c1 (configuration not stated)
 : -1%	36	-2%	-16%	0%	-1%	-3%	-4%	11%	-18%
O=C1C=C(c2cccc(Cl)c2)C[C@@H](c2ccc(Cl)cc2)C1
 : -2%	-27	-3%	.	22%	-14%	?	.	19%	.
CN(C)c1oc(-c2ccco2)nc1C#N
 : 1%	-2	-4%	0%	-7%	2%	1%	16%	0%	0%
O=C1C(Cl)=C(NCc2cccnc2)C(=O)c2ccccc21
 : 1%	7	-5%	?	-61%[inhibitor]	-8%	-43%[inhibitor]	?	-7%	-11%
O=C(O)CCNS(=O)(=O)c1ccc2ccccc2c1
 : -5%	-4	-6%	-2%	29%	3%	2%	-5%	.	-4%
COc1ccc(C(=O)NNc2cc(C)nc(NNC(=O)c3ccc(OC)cc3)n2)cc1
 : 1%	23	-4%	-1%	0%	2%	5%	-8%	6%	0%
O=C(c1ccc(N2CCOCC2)c([N+](=O)[O-])c1)N1CCN(Cc2ccccc2)CC1
 : 4%	-7	1%	1%	-16%	-3%[11.5 µM]	2%	?	4%	.
CCN1CCN(C(=O)CN(CC)S(=O)(=O)c2ccc3ccccc3c2)CC1
 : 2%	0	5%	-4%	10%	4%	0%	6%	1%	-2%
CC1=C(SCc2ccccc2)C(=O)c2ccccc2C1=O
 : 3%	.	-10%	.	-73%[inhibitor]	-13%	.	.	.	.
Cc1ccc(C2(C)NC(=O)N(CC(=O)Nc3cc(C)on3)C2=O)cc1 (configuration not stated)
 : .	7	4%	0%	7%[7.66 µM]	-3%	-2%	-17%	4%	22%

Next section.
The line under a structure holds: TCR act	TSHR antag	PTAP TSG101 blk	CXXC DNA block	a7 integrin act	ASM inhibitor	Mito fusion act	MBNL1-CUG inh	A-T KAP1 phos	Menin MLL FP TR
COc1ccc(/C=N/NC(=O)CC(=O)NC2CCCCC2)cc1
 : -3%	4	-3%	4%	-31%[inhibitor]	4%	5%	1%	-2%	12%
Cc1cc(C)nc(SCc2ccc(C(=O)N/N=C3\CCCC(=O)C3)cc2)n1
 : .	-1	0%	5%	10%	7%	-5%	-9%	19%	3%
CCC(C)NC(=O)CCn1c(-c2ccc(F)cc2)cc(C(C)=O)c1C (configuration not stated)
 : 8%	6	-2%	6%	8%	2%	2%	.	4%	-2%
COc1ccc(NC(=O)CCNS(=O)(=O)c2cccc3nonc23)cc1
 : 5%	-3	-11%	19%	6%	-5%	2%	?	5%	7%
Cc1csc(CN(C)C(=O)CC2C(=O)NCCN2Cc2ccc(-c3ccccc3)cc2)n1 (configuration not stated)
 : 2%	-13	-1%	-2%	-18%	-3%	-6%	-3%	5%	8%
CCc1ccc(N(C(C)=O)C2C=CS(=O)(=O)C2)cc1 (configuration not stated)
 : 0%	7	2%	-2%	12%	-2%	-10%	2%	1%	4%
COc1cccc(-n2nc(C(N)=O)c(O)cc2=O)c1
 : 5%	6	-1%	8%	1%	5%	-15%	10%	-1%	0%
CCC(c1nnc(SCCNCCO)n1CCN1CCOCC1)N(C)C (configuration not stated)
 : -1%	-2	-1%	7%	7%	-1%	-1%	-6%	-3%	0%
CCC(=O)C(C#N)(c1ccc(OC)c(OC)c1)C(C)C (configuration not stated)
 : -6%	12	-3%	.	-35%	1%	-2%	.	-1%	.
O=C(NCCCn1ccnc1)c1nc(Cn2cc(Br)cn2)no1
 : 4%	-6	-6%	14%	-3%	0%	-1%	-3%	4%	.
COc1cc(NC(=O)CCN2CCN(CCO)CC2)cc(OC)c1
 : 3%	4	0%	12%	33%	2%	3%	7%	-7%	9%
CCc1nnc(NC(=O)CSc2ccc(-c3nc4ccccc4[nH]3)cn2)s1
 : 1%	-5	-7%	71%[activator]	18%	3%	-2%	-1%	-13%	20%
COc1ccc(S(=O)(=O)NCC(=O)NCc2cc(=O)n(C)c(=O)n2C)cc1F
 : 14%	6	-1%	44%[activator]	-20%	-4%	5%	-1%	-9%	8%
O=C(CCc1nnc2n(Cc3ccccc3)c(=O)c3ccccc3n12)NCCN1CCOCC1
 : -6%	-1	-4%	.	0%	-3%	0%	-2%	-8%	11%
COc1ccc(C(=O)NCCS(=O)(=O)N2CCCC2)cc1
 : -1%	-6	-5%	.	20%	-2%	-1%	.	-7%	.
Cc1ccccc1OCCC(=O)OCC(=O)Nc1c(F)cccc1F
 : 1%	-5	-1%	.	0%	5%	0%	.	-2%	.
CCN1C(=O)CC(N2CCC(C(=O)OC)CC2)C1=O (configuration not stated)
 : -5%	-4	-3%	7%	-10%	2%	-7%	1%	-3%	5%
CC1CCCN(CCOc2cccc(Oc3ccccc3)c2)C1 (configuration not stated)
 : 1%	-4	-11%	18%	-61%[inhibitor]	0%	?	-3%	2%	-26%
O/N=C/c1ccn(-c2ccc(Br)cc2)c1
 : -4%	1	-2%	27%	3%	-1%	5%	-3%	2%	5%

Not a retest: an excerpt of the list.
The line under a structure holds: TCR act	TSHR antag	PTAP TSG101 blk	CXXC DNA block	a7 integrin act	ASM inhibitor	Mito fusion act	MBNL1-CUG inh	A-T KAP1 phos	Menin MLL FP TR
COc1ccc(/C=N/NC(=O)CC(=O)NC2CCCCC2)cc1
 : -3%	4	-3%	4%	-31%[inhibitor]	4%	5%	1%	-2%	12%
Cc1cc(C)nc(SCc2ccc(C(=O)N/N=C3\CCCC(=O)C3)cc2)n1
 : .	-1	0%	5%	10%	7%	-5%	-9%	19%	3%
CCC(C)NC(=O)CCn1c(-c2ccc(F)cc2)cc(C(C)=O)c1C (configuration not stated)
 : 8%	6	-2%	6%	8%	2%	2%	.	4%	-2%
COc1ccc(NC(=O)CCNS(=O)(=O)c2cccc3nonc23)cc1
 : 5%	-3	-11%	19%	6%	-5%	2%	?	5%	7%
Cc1csc(CN(C)C(=O)CC2C(=O)NCCN2Cc2ccc(-c3ccccc3)cc2)n1 (configuration not stated)
 : 2%	-13	-1%	-2%	-18%	-3%	-6%	-3%	5%	8%
CCc1ccc(N(C(C)=O)C2C=CS(=O)(=O)C2)cc1 (configuration not stated)
 : 0%	7	2%	-2%	12%	-2%	-10%	2%	1%	4%

Screening data as filed in PubChem BioAssay.
